# Screens (PubChem BioAssay)
# TRPV1 agonist: activates the human vanilloid receptor TRPV1; activation, % at 8.33 µM; hit rate 0.19% among 320,000; AID 540275; Q8NER1; TRPV1-expressing cells, Fluo-8 calcium influx, agonist mode; in the data active = activation above about 80%; inconclusive = between about 30% and that limit; note: 0% is about no effect
# Target sequence (Q8NER1 whole entry, looked up): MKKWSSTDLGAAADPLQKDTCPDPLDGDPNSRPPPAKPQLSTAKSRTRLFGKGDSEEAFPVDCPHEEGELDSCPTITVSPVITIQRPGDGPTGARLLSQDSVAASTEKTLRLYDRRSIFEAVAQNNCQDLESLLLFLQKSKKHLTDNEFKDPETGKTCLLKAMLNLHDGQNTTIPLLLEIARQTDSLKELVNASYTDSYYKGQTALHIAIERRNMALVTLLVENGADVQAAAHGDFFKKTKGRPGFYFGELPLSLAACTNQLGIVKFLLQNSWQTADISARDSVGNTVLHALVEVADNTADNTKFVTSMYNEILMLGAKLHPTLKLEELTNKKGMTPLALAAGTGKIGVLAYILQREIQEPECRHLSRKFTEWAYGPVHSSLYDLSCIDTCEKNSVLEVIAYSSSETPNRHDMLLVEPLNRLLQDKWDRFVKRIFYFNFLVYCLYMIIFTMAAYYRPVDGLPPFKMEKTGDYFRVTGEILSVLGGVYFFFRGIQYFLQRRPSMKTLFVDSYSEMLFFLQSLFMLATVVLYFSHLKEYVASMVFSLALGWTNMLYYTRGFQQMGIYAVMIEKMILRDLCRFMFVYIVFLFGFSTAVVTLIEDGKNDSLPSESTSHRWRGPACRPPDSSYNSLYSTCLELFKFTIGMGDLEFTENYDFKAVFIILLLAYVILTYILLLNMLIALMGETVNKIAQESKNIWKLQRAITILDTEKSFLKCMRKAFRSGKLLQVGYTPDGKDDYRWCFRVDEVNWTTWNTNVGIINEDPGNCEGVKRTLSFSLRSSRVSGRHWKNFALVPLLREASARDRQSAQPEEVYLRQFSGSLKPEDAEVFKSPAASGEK
#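 Cells expressing TRPV1 were dye-loaded with Fluo-8 and read kinetically: 10 s baseline, 3 min after compound (agonist portion), then 2 min after EC20 capsaicin (allosteric enhancer portion). Calcium-bound dye fluorescence at 480/520 nm.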
# hERG WT inh: blocks the wildtype human KCNH2 potassium channel; activity change, % at 1.84 µM; Q12809; U2OS, BacMam KCNH2, thallium flux FluxOr; stronger effect = lower value; hit rate 0.37% among 340,000;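 active = maximum activity change below -70%; inconclusive = maximum activity change between -70% and -50%; inactive = maximum activity change above -50%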; note: % is set by controls: 0 for no effect and ±100 for the full control effect
#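 U2OS cells transduced with wild-type KCNH2 virus are loaded with FluxOr dye for 45 min, and thallium flux is measured in kinetic reads before and after stimulation buffer. Rate constants are normalized to DMSO controls.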
# Mito fusion yeast: blocks mitochondrial division or promotes mitochondrial fusion | hit rate 0.23% among 320,000 | S. cerevisiae fusion-defective mutant growth rescue, CellTiterGlo 48 h | Potency, µM (highest dose often 46.1 µM), without a hit: at the top dose growth rescue (activation), usual class: activators;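 note: potency is the fitted concentration of half-maximal effect; % of control where 0% means no effect; nearly all actives have a fitted effect of over 45% in size; temperature-sensitive fusion mutants such as fzo1-1 at 37 °C on non-fermentable ethanol glycerol medium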
#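 Luminescent cell viability in 1536-well qHTS format served as the measure of rescued growth in ts fusion-mutant S. cerevisiae cultured on non-fermentable YPEG for 48 hours at 37C.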
# TSHR antag: human thyrotropin receptor antagonism; AID 504810; P16473; TSHR-expressing cells, TSH-stimulated cAMP HTRF, 2 h; stronger effect = lower value; hit rate 0.2% among 330,000; activity change, negative = inhibition, % at 11.5 µM;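 active = activity change below a set negative limit, meaning inhibition stronger than a set level, cut at about -70% in these data; inconclusive = activity change between two set negative limits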; note: % is set by controls: 0 for no effect and ±100 for the full control effect
#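 Antagonism was scored as loss of TSH-driven cAMP in TSHR cells, stimulated with 4nM TSH (EC80) for 2 hours at 37 deg C and detected by homogeneous HTRF competition immunoassay.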
# ELG1 repair inh: blocks ELG1-dependent DNA repair in HEK293T cells | HEK293T ELG1-luciferase reporter, luminescence, 16 h; DNA damage induced by 5-fluorouridine | Potency, µM (highest dose often 46.1 µM), inactives show at the top dose activity change, negative = inhibition, usual class: inhibitors | hit rate 2.3% among 330,000 | AID 504467; note: potency is the fitted concentration of half-maximal effect; % is set by controls: 0 for no effect and ±100 for the full control effect; nearly all actives have a fitted effect of over 55% in size
#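 HEK293T cells expressing luciferase-tagged ELG1 (2,000/well) received 5-Fluorouridine plus compound or DMSO for 16 hr at 37 °C. Luciferase was read by ONE-Glo luminescence after 30 min at room temperature.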
# Eya2 phos inh: Eya2 (human) phosphatase inhibition. O00167. recombinant Eya2, OMFP fluorescence dephosphorylation (OMFP is methylfluorescein phosphate). Potency, µM (series often up to 76.9 µM), without a hit: top-dose activity, negative = inhibition, actives largely listed as inhibitors. hit rate 0.006% among 330,000. AID 488837; note: potency is the fitted concentration of half-maximal effect; % is set by controls: 0 for no effect and ±100 for the full control effect
#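 Eya2 protein (added as 0.2 uM solution) was preincubated with compound for 10 min at ambient temperature in 50 mM HEPES pH 7.5, 50 mM NaCl, 5 uM MgCl2, 0.05% BSA, 1 mM DTT. OMFP (added at 50 uM) then reacted 10 min; fluorescence read at 485/525 nm.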
# USP2a inh: blocks human ubiquitin-specific protease USP2a | O75604 | hit rate 0.01% among 330,000 | Potency, µM (highest dose often 38.3 µM), without a hit: at the top dose activity change, negative = inhibition, usual class: inhibitors | AID 463254 | USP2 core, Ub-CHOP2 coupled fluorogenic reporter, 485/531;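 note: potency is the fitted concentration of half-maximal effect; plate controls were DMSO wells for no effect and full inhibition by NEM control for full effect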
#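 Cell-free coupled assay: 10nM USP2 core preincubated 30min RT with compound in Tris-HCl pH 8.0/CaCl2/CHAPS buffer, then 25nM Ub-CHOP2 and 25nM reporter substrate; fluorescence (Ex 485/Em 531) read after 60min RT, normalized to NEM inhibition, concentration-response curves fitted.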
# KCNH2 3.1 inh: inhibitors of human KCNH2 3.1 potassium channel isoform. U2OS KCNH2 3.1, thallium flux FluxOr; stronger effect = lower value. activity change, % (tested at about 1.8 µM). hit rate 0.95% among 340,000. AID 720553;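 active = maximum activity change below -70%; inconclusive = maximum activity change from -70% to -50%; inactive = maximum activity change above -50%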;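 note: thallium influx rate constant from kinetic fluorescence after stimulation buffer; % is set by controls: 0 for no effect and ±100 for the full control effect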
#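 Channel expression came from 3.1 mutant virus (1.77 x 10^8 /mL) applied to suspended U2OS cells for 4 h. Flux was tracked with FluxOr dye plus Red40 quencher, and kinetic rate constants normalized to controls.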
# AT treatment: candidate therapy for ataxia-telangiectasia; hit rate 0.19% among 320,000; […] A-T fibroblasts, KAP-1 phosphorylation AlphaLISA; neocarzinostatin DNA damage 30 min before lysis; AID 485349; Potency, µM (doses to about 57.5 µM), for inactives: at the top dose activation, hits mostly activators; note: potency is the fitted concentration of half-maximal effect; % of control where 0% means no effect; nearly all actives have a fitted effect of over 45% in size
#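 ATM-like activity read as KAP-1 phosphorylation via AlphaLISA donor/acceptor antibody pairs after lysis and 6 hr at 25C. Cells were ATM-null patient fibroblasts ([…], hTERT), dosed 60 min, then exposed to the DSB inducer NCS for 30 min.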
# TCR activator: activators of T cell receptors. Potency, µM (highest dose often 9.22 µM), for the others: at the highest dose activation of IL-2 secretion, usual class: activators. primary human leukocytes, anti-CD3, IL-2 HTRF, 48 h. 330,000 tested, under 10 active; note: % of control where 0% means no effect
#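 Primary human leukocytes receive a-CD3 beads and test compound and are incubated 48 hr. Secreted IL-2 is then assayed by HTRF, measuring 665nm acceptor emission after 320nm excitation of the europium donor.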
# The depositor's hits bear a star; ? = inconclusive; . = not tested or not shown; [ ] = another dose, or the depositor's remark. Unless noted, calls come from the whole dose curve; as a rule, active = well fitted curve in the direction sought with a large enough effect; inconclusive = small, poorly fitted or top-dose-only effect, or another doubt; inactive = no such curve, though single readings can be large; an effect the other way counts as inactive or inconclusive. Not all compounds are listed; count on the stated rates, not on these rows.
compound	TRPV1 agonist	hERG WT inh	Mito fusion yeast	TSHR antag	ELG1 repair inh	Eya2 phos inh	USP2a inh	KCNH2 3.1 inh	AT treatment	TCR activator
Cc1cccc(/C=C/c2onc(C)c2S(=O)(=O)N2CCC(C(=O)N3CCC(C)CC3)CC2)c1	?	-8.6	-14.0%	-3.8	1.83µM*	1.5%	-3.8%	-10.3	2.2%	-1.9%
COc1ccc(/C=C/C(=O)Nc2ccccc2C(=O)O)cc1	-0.7	0.6	1.1%	12.9	?	11.0%	1.2%	21.6	0.2%	0.6%
Cc1cccc(N2CCN(C(=O)c3c(Cl)cnn3C)CC2)c1C	11.8	3.6	-2.5%	-17.3	1.1%	-6.6%	-1.3%	2.9	6.9%	-5.1%
CC(C)Sc1n[nH]c(=O)n1-c1cccc(C(F)(F)F)c1	4.1	6.8	2.8%	-13.2	10.8%	-7.7%	0.4%	13.6	0.4%	0.8%
Cc1cc(C)c(NC(=O)Cn2cc3c(n2)CCCC3)c(C)c1	-0.3	-6.8	-2.4%	0.7	-20.2%	24.1%	1.3%	-8.0	1.4%	1.5%
CC(C)c1ccc(NC(=O)CCNS(=O)(=O)c2cccc3nsnc23)cc1	2.7	2.5	-0.3%	6.1	-18.1%	0.8%	3.6%	0.6	4.4%	-6.6%
CCCCN1C(=O)CC(Sc2ccccc2C(=O)O)C1=O (centres undefined)	0.4	24.0	-4.9%	10.4	0.0%	-6.4%	3.9%	16.3	-4.4%	-2.6%
Cc1cc(C)n(Cc2ccc(Cl)cc2Cl)c(=O)c1S(=O)(=O)c1ccccc1	-0.1	-9.8	25.0%	-5.5	11.1%	-2.9%	-0.3%	-43.7	12.0%	0.7%
COc1cccc(-n2nc(C(=O)Nc3ccc4c(c3)OCO4)c3ccccc3c2=O)c1	23.2	25.7	10.5%	-2.2	?	-35.2%	-2.3%	-18.2	-3.6%	-0.8%
C=CCC[C@@H](Cc1ccc(F)cc1)C(=O)OC[C@H](Cc1c[nH]c2ccccc12)NC(=O)[C@@H](CC=C)CC(=O)N[C@H](CO)Cc1ccccc1	.	-14.2	.	-10.3	?	1.5%	-8.9%	-13.8	2.6%	-2.7%
C=CCn1c(C(CCCC)CC(C)O)n[nH]c1=S (centres undefined)	0.8	-9.1	-2.1%	0.6	17.4%	0.2%	0.7%	.	-5.1%	4.1%[46.1 µM]
COC(=O)c1c(NC(=O)COC(=O)[C@@H](NS(=O)(=O)c2cccc(Cl)c2)C(C)C)sc2c1CCC2	10.5	14.5	12.1%	-10.2	?	2.6%	-1.0%	.	2.3%	2.8%[46.1 µM]
CCN(CC)C(=O)C1=C(C)NC(=O)NC1c1c(F)cccc1Cl (centres undefined)	-0.3	5.6	-2.3%	4.7	0.3%	0.9%	1.5%	6.9	-2.6%	-2.0%
Cc1cc(C)c2nc(-c3ccco3)cc(C(=O)O)c2c1	-0.6	-9.1	4.7%	0.7	3.4%	7.3%	-11.1%	10.2	4.5%	3.7%
COc1c(F)c(F)c(C(=O)Nc2ccccc2N2CCN(C(=O)C(C)C)CC2)c(F)c1F	1.9	2.6	17.2%	34.9	?	-5.1%	-18.6%	-2.5	13.3%	5.1%
O=C(Nc1cc(S(=O)(=O)N2CCOCC2)ccc1N1CCOCC1)c1cc2c(s1)CCC2	5.6	-0.3	1.3%	-9.7	?	-17.2%	-1.5%	-0.5	0.0%	1.3%
CC1CCN(CC(O)Cn2c3ccccc3c3ccccc32)CC1 (centres undefined)	3.2	32.2	-3.3%	-14.7	-7.6%	-7.2%	-4.3%	-1.2	-1.9%	-9.2%
CCOC(=O)c1ccc(NC(=O)CSc2nnc(-c3cccs3)n2CC)cc1	2.3	2.1	-3.1%	-1.5	?	8.4%	1.9%	-92.5*	9.5%	1.5%
Cc1noc(C)c1S(=O)(=O)N(CC(=O)NCc1ccc(F)cc1)c1ccc(C(C)C)cc1	19.4	-6.2	3.9%	-0.9	1.3%	0.8%	-0.4%	-10.6	0.0%	-4.0%
CCc1ccc(NC(=O)CCn2c(=O)oc3ccccc32)cc1	0.8	3.9	-1.8%	-1.1	14.4%	-0.9%	-5.6%	-11.7	3.8%	6.3%
CSc1nc(C)c2c(n1)N(c1ccc(C(C)C)cc1)CC2	?	-14.7	-5.3%	-3.6	-0.2%	-5.8%	1.3%	-3.2	10.2%	-2.7%
CCCn1c(SCC(=O)N2CCCc3ccccc32)nnc1-c1ccccn1	1.2	-24.1	3.1%	2.6	-7.6%	3.4%	0.7%	-11.5	-8.1%	-1.1%
CCN(CC)c1ccc(NC(=O)c2ccc(=O)[nH]c2)cc1S(=O)(=O)Nc1ccc(OC)cc1	?	-2.1	2.6%	4.3	7.0%	20.0%	-1.4%	3.6	3.5%	6.7%
CC(C)c1onc(C(=O)NCc2ccc(F)cc2)c1[N+](=O)[O-]	?	0.1	-3.4%	11.2	16.0%	-6.2%	2.4%	7.9	2.5%	5.7%
Cc1ccc(CSCC(Nc2ccc(C(=O)O)cc2[N+](=O)[O-])C(=O)O)cc1 (centres undefined)	-1.9	-9.8	1.0%	-0.2	4.8%	1.5%	3.3%	-7.2	2.4%	0.8%
Cc1cc(C)c2nc(N3CCN(C(=O)c4ccco4)CC3)sc2c1	?	-10.8	6.5%	3.8	?	-10.8%	1.2%	8.0	9.5%	0.6%
NCCN1CCN(CCN)CC1	0.9	-7.5	2.2%	10.2	-1.5%	11.1%	0.5%	-14.4	6.4%	-6.2%
Cc1ccc(S(=O)(=O)NCC(=O)N(CC(=O)NCC2CCCO2)CC2CCCO2)cc1 (centres undefined)	0.8	7.3	-6.8%	6.7	13.7%	2.1%	3.8%	-3.4	-1.3%	.
O=C(CNC(=O)c1cccs1)N/N=C/c1cccc(Cl)c1	-4.8	3.2	4.0%	35.9	29.4%	7.3%	-2.9%	13.3	-16.4%	-0.2%
O=C(CCc1c[nH]c2ccccc12)NC(Cc1ccccc1)C(=O)O (centres undefined)	0.4	10.7	19.5%	17.6	13.8%	-1.2%	1.1%	8.0	2.9%	1.3%
COc1ccc(NC(=O)c2ccco2)c(NC(=O)c2ccc([N+](=O)[O-])cc2)c1	?	9.1	-1.4%	-1.8	?	4.0%	0.3%	-2.4	-2.4%	14.3%
CCOC(=O)n1c(=O)oc2ccc(Cl)cc21	2.3	-0.5	-0.1%	6.7	16.9%	5.7%	4.2%	-1.4	.	3.7%[46.1 µM]
COc1ccc(CNC(=O)c2cc(C)nc3ccccc23)cc1OC	3.7	9.8	6.4%	0.0	1.0%	-9.7%	-6.7%	-12.4	-0.8%	8.0%
COC(=O)c1c(C(=O)OC)c(-c2ccc(Cl)cc2)n2c1CS(=O)(=O)C2	-0.2	-8.2	-4.6%	-12.9	0.5%	-8.2%	0.2%	-13.9	3.9%	-3.8%
Cc1cc(=O)n2ccccc2c1C#N	-8.2	-0.4	-0.9%	12.1	10.7%	8.4%	0.4%	-8.5	8.7%	0.9%
COc1cc(NC(=O)C2CC(c3c(F)cccc3Cl)=NO2)cc(OC)c1OC (centres undefined)	-0.1	56.3	1.8%	-9.1	?	1.0%	0.6%	11.2	-7.8%	-1.4%
O=c1c(O)c(-c2ccccc2)oc2cc(O)cc(O)c12	.	1.6	.	-17.6	13µM*	3.0%	1.1%	6.8	1.2%	-0.3%
CCCn1nnc(NC(=O)COc2ccccc2Cl)n1	-4.4	-34.7	1.8%	-5.8	?	18.6%	0.9%	1.2	-2.8%	-4.7%
CCOCc1cnc(C)nc1NCC(=O)c1c(C)[nH]c2cc(C)ccc12	5.4	-10.8	-4.2%	-3.1	-10.8%	-7.5%	-1.6%	-23.3	-3.3%	0.3%
Cc1ccc(SC(c2ccccc2)C(Cn2cncn2)C(=O)c2ccccc2)cc1 (centres undefined)	23.6	-19.3	3.1%	-9.6	7.2%	11.6%	2.0%	-9.9	2.4%	1.8%
CCOC(=O)C1=C(C)N=c2s/c(=C/c3ccc(OCC(=O)O)cc3)c(=O)n2C1c1cc(OC)c(OC)c(OC)c1 (centres undefined)	2.8	-7.7	-0.5%	-5.1	-7.5%	?	3.1%	3.6	6.7%	.
CC(/C=N/n1c(-c2cc(C)[nH]n2)n[nH]c1=S)=C\c1ccccc1	3.6	16.0	1.1%	-22.6	-1.0%	-2.5%	2.3%	6.7	-11.5%	2.8%[46.1 µM]
